ERAP1 inh – human ERAP1 aminopeptidase inhibitors, primary screen, biochemical, single point, plate reader; Endoplasmic reticulum aminopeptidase 1 (Homo sapiens), Q9NZ08; 0.15% of 340,000 active; inhibition, % at 10.7 µM; AID 652197, 2013; recombinant ERAP1, Leu-AMC fluorescence, 60 min;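 active = mean replicate inhibition of at least 30%, or all replicates individually reaching that 30% level; inactive = mean below 30% and not every replicate reaching it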;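 note: 0% = neutral control wells and 100% = L-leucinethiol positive control wells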
Target sequence (Q9NZ08 whole entry, looked up): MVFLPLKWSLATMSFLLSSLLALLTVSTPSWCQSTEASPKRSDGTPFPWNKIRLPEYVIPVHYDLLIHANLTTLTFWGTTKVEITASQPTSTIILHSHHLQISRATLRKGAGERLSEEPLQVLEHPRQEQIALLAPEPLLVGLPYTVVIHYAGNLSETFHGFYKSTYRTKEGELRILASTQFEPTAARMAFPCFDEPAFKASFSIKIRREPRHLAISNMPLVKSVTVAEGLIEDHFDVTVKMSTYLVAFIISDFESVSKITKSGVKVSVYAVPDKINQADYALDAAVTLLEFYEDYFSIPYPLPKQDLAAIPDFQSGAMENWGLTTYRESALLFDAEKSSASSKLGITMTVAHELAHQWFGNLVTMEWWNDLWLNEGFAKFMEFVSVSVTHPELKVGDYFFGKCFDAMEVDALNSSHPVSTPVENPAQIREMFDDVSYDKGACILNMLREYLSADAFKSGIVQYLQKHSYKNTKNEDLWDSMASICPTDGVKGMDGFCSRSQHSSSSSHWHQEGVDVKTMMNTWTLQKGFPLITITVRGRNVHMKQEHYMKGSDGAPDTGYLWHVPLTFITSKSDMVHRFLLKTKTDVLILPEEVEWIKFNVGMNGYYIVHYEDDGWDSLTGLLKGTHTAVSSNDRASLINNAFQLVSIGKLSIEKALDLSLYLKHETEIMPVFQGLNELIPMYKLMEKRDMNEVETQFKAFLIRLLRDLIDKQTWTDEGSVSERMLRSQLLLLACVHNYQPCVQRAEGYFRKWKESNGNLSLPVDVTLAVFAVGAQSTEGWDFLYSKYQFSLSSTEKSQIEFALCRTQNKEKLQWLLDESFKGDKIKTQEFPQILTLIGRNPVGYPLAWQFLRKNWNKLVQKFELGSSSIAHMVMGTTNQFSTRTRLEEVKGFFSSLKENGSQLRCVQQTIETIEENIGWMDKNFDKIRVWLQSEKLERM
Casp6 inh – human caspase-6 inhibitors, primary screen, biochemical, VEID-R110 fluorescence, single point, set 2; purified caspase-6, Z-VEID-R110 cleavage fluorescence; inhibition, % at 12.5 µM; AID 686996, 2013; 0.53% of 350,000 active;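 active = mean inhibition across replicates at least about 35%, with every replicate also reaching that limit, limit read from the data; inconclusive = only one of the two criteria met; inactive = neither criterion met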;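 note: 0% = median of neutral control wells and 100% = no fluorescence left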
miR-122 sensor – miR-122 Renilla sensor signal increase in Huh7, primary screen, miR-122 inhibitor project, cell-based, single point, plate reader | Huh7 miR-122 Renilla luciferase sensor, 48 h; neutral wells = 0, positive control = 100 | activation (reporter increase), % at 12.5 µM | 0.3% of 340,000 active;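 active = mean replicate activation score at least 90 and every replicate individually at or above 90; inconclusive = only one of the two criteria met; inactive = neither criterion met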;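 note: higher luciferase means less miR-122 activity so hits act as miR-122 inhibitors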
DENV2 CPE – inhibitors of DENV2 cytopathic effect, primary screen, cell-based, plate reader, single concentration; DENV2-infected cells, cytopathic effect rescue; CPE inhibition, % at 9.99 µM; 1.7% of 350,000 active; AID 651640, 2012; in the data active = CPE inhibition above about 20%, passing the limit was not always enough; inconclusive = no clear call, values can overlap the other calls; tested in BHK-21 cells;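 note: 0% = median of neutral control wells and 100% = median of positive control wells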
SIRT5 inh – SIRT5 desuccinylase inhibitors, primary screen, biochemical, fluorescence imaging, single point, set 5 | inhibition, % at 15 µM | Purified SirT5, succinyl-peptide AMC, trypsin-coupled fluorescence | NAD-dependent protein deacylase sirtuin-5, mitochondrial (Homo sapiens), Q9NXA8 | AID 652115, 2013 | 1.1% of 330,000 active; in the data active = inhibition above about 15%; inconclusive = no clear call, values can overlap the other calls
CFTR F508del cor – F508del CFTR correction, initial screen, CFBE line, single point. activity (quench increase), % at 7.58 µM. CFBE cells, YFP halide quenching; stimulated with forskolin plus potentiator P3; % fluorescence drop versus neutral controls. AID 720511, 2013. 0.36% of 350,000 active;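 active = mean added fluorescence quench of at least 8% versus neutral control, with both replicates also reaching 8%; inconclusive = only one of the mean or replicate conditions met; inactive = mean below 8% and not both replicates reaching 8%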;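 note: cells transiently co-express mutant CFTR-F508del with the halide-sensitive YFP; corrector assay measuring rescue of mutant channel to the surface after 24 h compound exposure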
ERp5 inh – inhibitors of ERp5-driven insulin aggregation, primary screen, biochemical, turbidity, absorbance 650 nm, single point; Protein disulfide-isomerase A6 (Homo sapiens), Q15084; 90 min; inhibition, % at 9.99 µM; 0.05% of 350,000 active; AID 651711, 2012;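 active = mean replicate inhibition above about 25%, with every replicate also reaching it, limit read from the data, passing the limit was not always enough; inconclusive = only one of those two criteria met; inactive = neither criterion met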
Starred values were filed as active, the others as inactive; ? = inconclusive; . = not tested or not shown; & = joins results of further samples; [ ] = another dose, or the depositor's remark. Random draw from the library; about 4% have a hit in one of these screens.

Start of the listing, in advance (two entries):
SMILES	ERAP1 inh	Casp6 inh	miR-122 sensor	DENV2 CPE	SIRT5 inh	CFTR F508del cor	ERp5 inh
CC(C)CNC(=O)C(=O)NCC1CCCN1S(=O)(=O)c1cccs1 (stereo not given)	-1	-1	-4	-8	11	0.6	1
O=C(CN(C1CCCCC1)S(=O)(=O)c1ccccc1)NCC1CCCO1 (stereo not given)	-4	0	-1	-3	-1	-1.0	1

The list itself, from the start:
SMILES	ERAP1 inh	Casp6 inh	miR-122 sensor	DENV2 CPE	SIRT5 inh	CFTR F508del cor	ERp5 inh
CC(C)CNC(=O)C(=O)NCC1CCCN1S(=O)(=O)c1cccs1 (stereo not given)	-1	-1	-4	-8	11	0.6	1
O=C(CN(C1CCCCC1)S(=O)(=O)c1ccccc1)NCC1CCCO1 (stereo not given)	-4	0	-1	-3	-1	-1.0	1
C[C@@H]1C(=O)OC[C@H]1NC(=O)OCc1ccccc1	-2	-7	15	-1	.	1.8	-4
Cc1ccc(SCC(=O)OCC(=O)NCCCc2ccccc2)cc1	3	-1	.	-1	3	-0.3	-1
COc1cc(OC)cc(C(=O)NNC(=O)CCc2nc3ccccc3c(=O)[nH]2)c1	5	-1	.	4	-4	-0.3	-14
CCOc1ccc(C(=O)N[C@H](C(=O)NC2CCCCC2)C(C)C)cc1	-3	-1	-1	-9	-1	-0.8	4
C/C(=N\Nc1nc2ccccc2c(=O)n1O)c1ccco1	4	22	.	-4	3	3.0	5
CN1CCN(c2ccc(S(=O)(=O)N3CCCCC3)cc2NC(=O)/C=C/c2ccc(OC(F)F)cc2)CC1	-3	5	-7	18	-2	0.9	8
O=C(COc1ccc(Cl)cc1)NCCC1=CCCCC1	0	.	-4	-1	0	-0.9	-2
Cc1ccc(C)c(N2CCN(S(=O)(=O)c3ccc4c(c3)CC(C)N4C(=O)C3CC3)CC2)c1 (stereo not given)	3	-7	0	15	1	1.6	7
Cc1ccc(Cl)cc1NC(=O)c1ccc(Cn2cc(Cl)cn2)cc1	-2	1	.	0	-2	.	-8
CN(C(=O)/C=C/c1ccccc1)C1CCS(=O)(=O)C1 (stereo not given)	-5	-1	4	4	.	-4.6	0
C[C@@H]1CN([C@@H](C)CO)C(=O)Cc2cc(NS(=O)(=O)c3ccc(F)cc3)ccc2O[C@@H]1CN(C)C	-3	0	-4[16.7 µM]	0	0	-4.2	-2
CC(C)c1cn(CC[C@H]2CC[C@H](NC(=O)C3CCCC3)[C@H](CO)O2)nn1	0	28	4[16.7 µM]	-3	1	0.4	7
COc1ccc(Br)cc1CSC(=N)N	-5	-3	-3	10	-2	3.0	-10
CCOC(=O)C1(C)CCCN(C(=O)c2ccc(OC(F)F)cc2)C1 (stereo not given)	-3	-3	1	2	-20	-1.8	-1
COc1ccc2c3c(n(C)c2c1)[C@H](CO)N(C(=O)c1cccc(F)c1)CC31CN(CC2CC2)C1	1	-2	.	-5	6	-0.5	-1
NC(=O)c1nn(-c2ccc(Oc3ccccc3)cc2)c(=O)cc1O	0	2	-4	7	-1	0.1	2
COc1ccccc1CNS(=O)(=O)c1ccc(-n2cnnn2)c(C)c1	-1	-5	.	8	-6	0.5	0
C[C@@H]1CN([C@@H](C)CO)C(=O)c2cc(NC(=O)c3ccncc3)ccc2O[C@@H](C)CCCCO[C@@H]1CN(C)C(=O)Cc1ccccc1	0&-1	-1&3	-4	4&0	0&0	-1.6&-1.1	3&-2
Cc1ccc(S(=O)(=O)Nc2cccc3c2O[C@@H](CN(C)Cc2ccncc2)[C@@H](C)CN([C@H](C)CO)C3=O)cc1	6	0	37[16.7 µM]	10	0	-2.5	2
CCCC(=O)Nc1ccc2c(c1)C(=O)N(C)C[C@H](OC)[C@H](C)CN(CCC(F)(F)F)[C@@H](C)CO2	-1	-1	.	22*	4	-0.5	-2
CCCNC(=O)C[C@H]1CC[C@@H]2[C@H](COC[C@H](O)CN2CC2CCCCC2)O1	-2	-5	-5[16.7 µM]	2	-2	-2.1	0
CCCc1cc(=O)oc2cc(OCC(=O)NCCCN3CCOCC3)c(Cl)cc12	4	0	5	2	12	-1.3	0
O=C(Nc1cc(F)ccc1F)N1C[C@H]2[C@@H](c3ccccc31)[C@H](CO)N2Cc1cccnc1	3	3	-7[16.7 µM]	3	-2	0.5	0
COc1ccc(C(C#N)c2ccc(Cl)nn2)cc1 (stereo not given)	2	1	-1	10	.	-1.4	-1
NC(=O)COc1ccc2cc(-c3ccccc3)c(=O)oc2c1	1	-1	-4	-4	-27	2.2	9
COc1ccc(-c2cc(=O)oc3c(C)c(OCC(=O)Nc4cccnc4)ccc23)cc1	-5	1	1	-7	1	-1.5	0
COc1ccc(-c2cc(C3CCN(Cc4ccc([N+](=O)[O-])cc4)CC3)[nH]n2)cc1	1	-7	1	4	2	5.1	4
CCN(CCNC(=O)C1CCN(c2nnc(-n3cccc3)s2)CC1)c1ccccc1	.	-2	-6	?	.	-1.7	4
CCCN(CCC)C(=O)/C=C/c1cccc([N+](=O)[O-])c1	-2	3	.	2	-1	0.7	0
COc1ccccc1NS(=O)(=O)c1ccc2c(c1)NC(=O)C(C)S2 (stereo not given)	-1	3	26	1	-3	0.8	1
Cc1cc(S(=O)(=O)Nc2ccc(C(=O)NCC3(N4CCCCC4)CCCCC3)cc2)ccc1F	-2	-2	2	8	21*	-0.6	9
Cc1nn(-c2ccc(Cl)c(Cl)c2)c(C)c1C(=O)O	0	-2	.	3	.	-2.4	-2
O=c1[nH]ccc2c(O)cccc12	-4	.	2	-5	-1	3.4	-4
O=C(Nc1ccc(CN2CCOCC2)cc1)c1ccc(F)cc1	-4	0	2	-2	-1	-1.2	3
O=C(C[C@@H]1C[C@@H]2c3cc(NC(=O)C4CCC4)ccc3O[C@@H]2[C@H](CO)O1)NCc1ccccc1F	-1	5	-3[16.7 µM]	0	0	0.9	1
O=c1cc(-c2ccc(Br)cc2)[nH][nH]1	-3	24	.	9	-2	3.0	8
O=C(O)c1csc(Cc2ccccc2)n1	1	5	7	-3	-5	2.3	-1
CCCCCN1N=C(C)CC1=O	-2	-4	.	-1	5	-2.3	-1
Nc1ccc(Sc2ccccc2Cl)nc1	-5	43*	.	3	-4	-0.5	-5
CCN(CC)CCCNCC(=O)Nc1ccc2c(c1)CCC2	4	-14	.	-1	-3	4.2	2
C#CCOCCOCCOCCNc1nc(N2CCN(C(=O)[C@H]([C@@H](C)CC)n3cc([C@@H](N)CO)nn3)CC2)nc(N2CCN(C(=O)[C@H](CCCCN)n3cc([C@@H](N)CO)nn3)CC2)n1	-3	-131	-7	12	-2	3.3	1
C[C@@H]1CN([C@H](C)CO)C(=O)c2cc(NC(=O)Nc3ccc4c(c3)OCO4)ccc2O[C@@H](C)CCCCO[C@@H]1CN(C)Cc1ccc2c(c1)OCO2	1	0	4[16.7 µM]	-25	15*	-3.6	0
C[C@H]1CN([C@@H](C)CO)C(=O)c2cc(-c3ccccc3)cnc2O[C@H]1CN(C)Cc1ccc(C(=O)O)cc1	-4	0	7[16.7 µM]	4	-3	0.6	-1
ClC1(Cl)CC1CSc1ncn[nH]1 (stereo not given)	1	3	2	.	-2	-0.6	1
CC1(C)CC(=O)C(c2c[nH]c3ccccc23)C(=O)C1	-3	-1	.	-6	-1	-1.4	-3
CCCN1[C@@H]2c3ccc(-c4cccc(F)c4)c(=O)n3C[C@@H]2[C@@H](CO)[C@@H]1C(=O)N[C@H](C)c1ccccc1	4	-2	.	3	-3	.	-2
O/N=C(/CCc1ccccc1)c1ccc2c(c1)OCCO2	-1	4	-1	8	10	-3.3	4
COc1cccc(COc2nc3c(c(=O)n(C)c(=O)n3C)n2C)c1	4	-3	-6	.	-2	.	-10
CCC(=O)Nc1ccc2c(c1)C(=O)N(C)C[C@H](OC)[C@H](C)CN(C(=O)C1CC1)[C@H](C)CO2	2	-1	.	-4	-8	0.1	-5
CC(=O)N1CCc2cc(S(=O)(=O)CCC(=O)N3CCC(C)CC3)ccc21	-3	4	5	-2	-3	0.0	6
COc1ccc(CN(C)C[C@H]2Oc3c(NC(=O)NC4CCCCC4)cccc3C(=O)N([C@H](C)CO)C[C@@H]2C)cc1	-15	4	255*[16.7 µM]	11	8	-1.4	-2
C[C@@H]1CN([C@H](C)CO)C(=O)c2cc(NC(=O)C3CCCCC3)ccc2O[C@@H](C)CCCCO[C@@H]1CN(C)S(=O)(=O)c1ccc(Cl)cc1	0	1	-1[16.7 µM]	6	9	-3.6	3
COC(=O)C1=C(C)N(Cc2cccc(C(F)(F)F)c2)C(=NCc2cc(OC)c(OC)c(OC)c2)NC1c1ccccc1C(F)(F)F (stereo not given)	3	-3	.	-9	0	4.0	3
C[C@H](CO)N1C[C@H](C)[C@H](CN(C)S(=O)(=O)c2ccccc2)Oc2ccc(NC(=O)Nc3ccc4c(c3)OCO4)cc2C1=O	-4	2	3[16.7 µM]	-9	13	2.9	-7
COC(=O)C1CCN(C(=O)Cn2nnc(-c3cccc(F)c3)n2)CC1	1	0	.	-1	-3	-2.8	2
COc1ccc(CNC(=O)O[C@@H]2C[C@H]3C(=O)N(c4ccccc4)C(=O)[C@H]3[C@@]3(CN(S(=O)(=O)c4ccc(C)cc4)C[C@H]3C)[C@@H]2O)cc1OC	0	5	0	-1	-1	0.2	1
Cc1noc(C)c1NC(=O)Nc1ccc2c(c1)CC(=O)N([C@H](C)CO)C[C@H](C)[C@H](CN(C)S(=O)(=O)c1c(C)noc1C)O2	0	2	11[16.7 µM]	4	4	-0.7	12
C[C@H]1CN([C@@H](C)CO)C(=O)Cc2cc(NC(=O)C3CC3)ccc2O[C@@H]1CN(C)CC1CC1	0	0	-2[16.7 µM]	17	-4	-3.5	-6

Next structures
SMILES	ERAP1 inh	Casp6 inh	miR-122 sensor	DENV2 CPE	SIRT5 inh	CFTR F508del cor	ERp5 inh
C[C@H]1CN([C@@H](C)CO)C(=O)Cc2cc(NC(=O)Nc3ccccc3)ccc2O[C@@H]1CN(C)C(=O)Nc1ccc(C(F)(F)F)cc1	.	.	10[16.7 µM]	2	.	0.5	.
CN(Cc1ccccc1)C(=O)COC(=O)c1cc(S(=O)(=O)N(C)C)ccc1N1CCCC1	-3	2	3	-5	3	-1.4	-1
Cc1ccc2nc(-c3ccc(NC(=O)CN(C)S(=O)(=O)c4ccccc4)cc3)sc2c1	-1	1	.	1	-8	-0.8	0
CCCCN1C[C@H](O)[C@@H](O)[C@H](O)[C@H]1CO	-2	2	1	1	1	4.2	1
Cc1ccc(S(=O)(=O)N(C)CC(=O)Nc2ccc3c(c2)OCO3)cc1	2	1	6	-5	2	2.1	-1
COC(=O)C1=CN(c2cccc(OCc3ccccc3)c2)C(N)=C(C#N)C1c1cccc(OC)c1OC (stereo not given)	.	-2	.	-3	11	2.5	5
Cc1c(C(=O)Nc2cccc(F)c2)cnn1-c1ccccc1	0	-3	-3	50*	-4	-1.5	0
Cc1onc(-c2ccccc2)c1C(=O)N1CCN(c2ccccc2F)CC1	0	0	.	-2	-1	-2.3	3
Cc1csc(=O)n1CC(=O)OCC(=O)NCc1ccc(Cl)cc1Cl	-1	0	-5	2	10	-4.5	13
Cc1ccc2c(c1)c1nnc(SCC(=O)Nc3ccccc3C(F)(F)F)nc1n2CC(=O)O	-1	-1	.	0	1	-0.3	4
Cc1ccc(C(=O)OC(C)C(=O)Nc2ccc3c(c2)OCO3)c(O)c1 (stereo not given)	0	-1	5	-7	9	2.0	6
CCc1ccc(C(C)NC(=O)Cn2cnc3c(=O)n(C)c(=O)n(C)c32)cc1 (stereo not given)	-4	-1	-3	.	-6	.	0
O=C(CN1CCN(S(=O)(=O)c2ccc(F)cc2)CC1)N1CCOCC1	-2	2	-2	5	-2	1.7	6

Source: PubChem (Broad Institute)
